High-throughput results: PubChem, National Center for Advancing Translational Sciences (NCATS)
Pol beta inh: DNA polymerase beta (human) inhibition; P06746; Pol beta primer extension/strand displacement, fluorescence kinetic; Potency, µM (highest dose often 114 µM), inactives show at the highest dose activity change, negative = inhibition, hits mostly inhibitors; hit rate 1.3% among 340,000; also: potency is read from the fitted curve at half-maximal effect; % is scaled to controls: 0 for no effect and ±100 for the full control effect
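Pol beta (10 nM) was preincubated with compound for 15 min at room temperature. The reaction was then started with 50 nM substrate and read immediately and after a further 10 min at room temperature.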
POLH inh: DNA polymerase eta (human) inhibition. Q9Y253. recombinant Pol eta, fluorescent DNA replication assay. Potency, µM (top dose mostly 114 µM), for inactives: at the top dose activity change, negative = inhibition, hits mostly inhibitors. AID 588591. hit rate 1.2% among 390,000; also: potency is read from the fitted curve at half-maximal effect; % is scaled to controls: 0 for no effect and ±100 for the full control effect
Target sequence (Q9Y253 whole entry, looked up): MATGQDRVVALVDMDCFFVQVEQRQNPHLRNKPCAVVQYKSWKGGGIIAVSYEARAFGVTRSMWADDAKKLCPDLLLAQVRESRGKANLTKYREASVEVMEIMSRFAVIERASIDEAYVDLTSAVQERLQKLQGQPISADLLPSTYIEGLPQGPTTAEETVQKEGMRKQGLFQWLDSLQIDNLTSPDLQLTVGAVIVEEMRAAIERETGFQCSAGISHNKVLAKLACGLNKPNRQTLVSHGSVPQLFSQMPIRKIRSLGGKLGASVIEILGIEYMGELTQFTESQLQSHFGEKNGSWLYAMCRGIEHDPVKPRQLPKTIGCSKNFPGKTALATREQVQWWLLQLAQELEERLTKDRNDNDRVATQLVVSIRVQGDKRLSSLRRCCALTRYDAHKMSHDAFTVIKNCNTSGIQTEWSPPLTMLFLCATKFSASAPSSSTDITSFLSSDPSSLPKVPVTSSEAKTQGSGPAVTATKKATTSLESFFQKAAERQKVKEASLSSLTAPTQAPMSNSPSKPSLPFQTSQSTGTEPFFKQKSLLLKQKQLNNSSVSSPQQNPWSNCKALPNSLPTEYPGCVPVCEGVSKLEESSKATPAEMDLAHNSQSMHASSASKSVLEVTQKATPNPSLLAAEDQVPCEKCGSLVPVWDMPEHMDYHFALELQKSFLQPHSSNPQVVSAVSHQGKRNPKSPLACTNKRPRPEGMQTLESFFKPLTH
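Pol eta (10 nM) was preincubated with compounds for 15 min at room temperature, after which fluorescent replication substrate (50 nM final) was added to start the reaction. Fluorescence was read kinetically at 0 and 10 min.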
POLI inh: DNA polymerase iota (human) inhibition; Pol iota fluorescent replication assay, 10 min; hit rate 1% among 390,000; AID 588590; Potency, µM (top dose mostly 115 µM), for the others: at the highest dose activity, negative = inhibition, actives largely listed as inhibitors; Q9UNA4; also: potency is read from the fitted curve at half-maximal effect
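Fluorescent replication assay read twice, at 0 min and 10 min after adding 50 nM (final) substrate. Enzyme (10 nM) and compounds were first incubated 15 min at room temperature; enzyme-free buffer wells were negative controls.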
RXFP1 antagonist: RXFP1 (human) relaxin receptor antagonism. HEK293-RXFP1, relaxin-stimulated cAMP HTRF, 30 min; hits give low values. activity change, negative = inhibition, % at 57.5 µM. hit rate 0.59% among 350,000. AID 1259400;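 active = activity change of -60% or lower, but not beyond a set lower limit; inconclusive = change between -60% and -40%, or beyond the set limit; inactive = change above -40%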; also: % is scaled to controls: 0 for no effect and ±100 for the full control effect
POLK inh: DNA polymerase kappa (human) inhibition; Q9UBT6; purified Pol kappa, fluorescent DNA synthesis assay, 10 min; Potency, µM (highest dose often 107 µM), for the others: top-dose activity, negative = inhibition, actives largely listed as inhibitors; hit rate 0.53% among 400,000; also: potency is read from the fitted curve at half-maximal effect; % is scaled to controls: 0 for no effect and ±100 for the full control effect
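10 nM Pol kappa preincubated 15 min at room temperature with compounds, then reaction started with substrate at 50 nM final. Fluorescence read kinetically at 0 and 10 min; buffer-only wells served as negative control.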
BLM helicase inh: blocks DNA unwinding by human BLM helicase; hit rate 0.2% among 350,000; P54132; recombinant BLM DNA unwinding, fluorescence dequenching; Potency, µM (titrated, usually from 56.1 µM), for the others: top-dose activity change, negative = inhibition, most hits filed as inhibitors;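 also: potency is read from the fitted curve at half-maximal effect; plate controls were vehicle for no effect and no enzyme for full effect; nearly all actives have a fitted effect of over 35% in size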
APE1 inh: blocks human APE1 abasic DNA cleavage. P27695. recombinant APE1, TAMRA/BHQ-2 abasic DNA cleavage fluorescence. Potency, µM (highest dose often 65.8 µM), for inactives: at the highest dose activity change, negative = inhibition, hits mostly inhibitors. hit rate 0.35% among 350,000. AID 2517;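 also: potency is read from the fitted curve at half-maximal effect; plate controls were vehicle for no effect and reference inhibitor for full effect; nearly all actives have a fitted effect of over 55% in size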
Target sequence (P27695 whole entry, looked up): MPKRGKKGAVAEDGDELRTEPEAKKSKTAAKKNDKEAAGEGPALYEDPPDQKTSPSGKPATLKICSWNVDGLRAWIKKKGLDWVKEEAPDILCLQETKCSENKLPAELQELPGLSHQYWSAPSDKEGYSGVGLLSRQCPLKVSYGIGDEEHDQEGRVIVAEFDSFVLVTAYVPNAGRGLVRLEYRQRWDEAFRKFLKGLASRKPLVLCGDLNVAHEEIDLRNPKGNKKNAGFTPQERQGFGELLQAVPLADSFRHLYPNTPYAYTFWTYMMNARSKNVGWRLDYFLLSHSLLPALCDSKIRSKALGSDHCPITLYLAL
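Quantitative HTS: incision of a TAMRA/BHQ-2 double-stranded substrate bearing a tetrahydrofuran abasic site by 0.75 nM APE1 raises fluorescence. Substrate 50 nM final, added after 15 min compound preincubation at room temperature; progress as third-minus-first kinetic read difference.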
PGK inhibitor: inhibitors of T. brucei phosphoglycerate kinase. P07378. PGK/GAPDH coupled, Kinase-Glo luminescence, 60 min. Potency, µM (highest dose often 57.5 µM), without a hit: at the highest dose activity change, negative = inhibition, actives largely listed as inhibitors. hit rate 0.043% among 380,000; also: potency is read from the fitted curve at half-maximal effect; % is scaled to controls: 0 for no effect and ±100 for the full control effect; nearly all actives have a fitted effect of over 60% in size
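Recombinant glycosomal PGK reaction used 1,3-bisphosphoglycerate generated in-well by GAPDH (100nM final) in 100mM TEA pH 7.6, 5mM MgCl2, 0.01% Tween-20. After 60 minutes at room temperature, ATP was read by Kinase-Glo Plus luminescence end-point.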
Apoferritin bind: candidate novel general anesthetic via apoferritin binding; hit rate 0.074% among 350,000; apoferritin/1-aminoanthracene competitive binding, fluorescence; Potency, µM (series often up to 77.5 µM), without a hit: top-dose activity change, negative = displacement, actives largely listed as inhibitors; also: potency is read from the fitted curve at half-maximal effect; % is scaled to controls: 0 for no effect and ±100 for the full control effect; nearly all actives have a fitted effect of over 20% in size
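Apoferritin-based anesthetic binding model; compound displacement of fluorescent 1-AMA measured as endpoint fluorescence after 10 minutes at room temperature, scaled to free-ligand and complex controls.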
An asterisk follows results filed as active; i = inactive; ? = inconclusive; / = no result given; & = joins results of further samples; [ ] = remark or other dose. Unless noted, calls follow the shape of the dose curve; as a rule, active = well fitted curve in the direction sought with a large enough effect; inconclusive = small, poorly fitted or top-dose-only effect, or another doubt; inactive = no such curve, though single readings can be large; an effect the other way counts as inactive or inconclusive.

SMILES	Pol beta inh	POLH inh	POLI inh	RXFP1 antagonist	POLK inh	BLM helicase inh	APE1 inh	PGK inhibitor	Apoferritin bind
CCOC(=O)C(=CNc1ccc(OC)cc1[N+](=O)[O-])C(=O)OCC	-7%	-19%	19%	-7	8%	-7%	-2%	-9%	-5%
CC1(C)CC2(CC(c3ccccc3)Oc3cc(O)ccc32)NC(=S)N1 (stereo not drawn)	0%	?	-3%	-7	-7%	-6%	1%	0%	-6%
NS(=O)(=O)c1ccc(CCNC(=O)c2ccc(S(=O)(=O)N3CCCCC3)cc2)cc1	2%	-8%	-3%	-1	-4%	-3%	1%	i	-24%
CCOC(=O)c1ccc(S(=O)(=O)Nc2cc(S(=O)(=O)Nc3ccc(OC)cc3)ccc2O)cc1	/	?	?	-20	-7%	/	32%	-6%	/
CC(C(=O)NC1CCCCCC1)N(c1ccccc1)S(C)(=O)=O (stereo not drawn)	?	9%	13%	8	-11%	0%	0%	-6%	1%
O=C(NCc1cn2ccccc2n1)C1CCC(=O)N(Cc2ccccc2F)C1 (stereo not drawn)	6%	-16%	2%	13	-6%	-11%	-16%	-1%	-1%
O=C1/C(=C/c2ccco2)Cc2ccccc21	?	-4%	?	-16	?	5%	-9%	-1%	6%
COc1ccc(NC(=O)c2ccco2)cc1NC(=O)c1ccco1	31%	-8%	-8%	1	5%	1%	2%	i	-22%
CC(C)=CCC/C(C)=C/COc1ccc2ccc(=O)oc2c1	9%	?	-24%	/	0%[60.1 µM]	-13%&-7%&0%&-10%	2%&-1%&-2%&-1%	-2%	-11%&-22%&-2%&-23%
CC(C)C(OC(=O)c1ccco1)C(=O)NC1CCCC1 (stereo not drawn)	16%	-21%	31%[activator]	-11	-5%	-4%	-5%	-2%	5%
CC1(C)Cc2c(c(-c3ccccc3)nc(N3CCOCC3)c2C(N)=O)CO1	2%	-7%	3%	5	-8%	-2%	2%	2%	-3%
CC(C)/C=C1\CC/C(=C\c2cccnc2)C1=O	14%	-13%	19%	0	8%	-6%	6%	0%	-15%
N#Cc1c(/N=C/c2cccnc2)sc2c1CCCC2	?	-17%	37%[activator]	-9	2%	-5%	21%	-6%	-2%
Cc1ccc(C)c(S(=O)(=O)Nc2ccc3cn[nH]c3c2)c1	/	-11%	-1%	14	-15%	/	-1%	6%	/
CC(C)N(Cc1ccccc1)C(=O)COC(=O)c1cc(S(=O)(=O)N(C)C)ccc1N1CCCC1	/	-10%	-12%	-75*	-17%	/	30%	-3%	/
CC/C(=N/Nc1ccc(Cl)cc1)c1cnnc(SC)n1	38%	-14%	230%[activator]	4	-9%	-2%	-8%	-1%	-3%
Cc1ccccc1CNC(=O)Cn1ccc2cc(S(=O)(=O)N3CCCCC3)ccc21	-19%	-10%	?	3	-12%	-7%	/	8%	97%[activator]
COc1ccc(CNC(=S)N/N=C/c2ccncc2)cc1	28%	-10%	18%	-5	-6%[60.1 µM]	5%	-4%	-1%	-6%
COc1ccc(-c2[nH]ncc2/C=N\NS(=O)(=O)c2ccccc2)cc1OC	2%	-14%	14%	-15	-11%	0%	1%	1%	?
Fc1ccccc1N1CCN(CCCc2ccccc2)CC1	12%	-11%	54%[activator]	0	-2%	1%	10%	-7%	-1%
Cc1c(NC(=O)c2ccccc2NC(=O)COc2ccccc2)cccc1C(=O)O	?	-11%	28%	-2	-2%	-17%	-5%	i	-8%
Cc1c(NC(=O)Nc2ccc(F)cc2)c(=O)n(-c2ccccc2)n1C	14%	-15%	58%[activator]	13	-7%	-5%	0%	-3%	14%
CC(=O)c1c(C)oc2ccc(NS(=O)(=O)c3cccs3)cc12	-8%	4%	48%[activator]	-3	0%	-1%	-1%	0%	-8%
Cc1cccc(NN=C2c3ccccc3-c3ccccc32)c1	10%	-10%	84%[activator]	-9	-3%	-7%	0%	4%	-22%
O=[N+]([O-])/C(C(Cl)=C(Cl)Cl)=C1\Nc2ccccc2O1	5%	2%	-17%[58.9 µM]	-1	-16%	-1%	1%	0%	-9%
Cc1ccc(OCC(=O)Nn2cnnc2)c(Br)c1	-19%	-10%	-6%	-13	-3%	-2%	-4%	i	-16%
CCOC(=O)C1CCCN(C(=O)c2sc3nc(C)nc(N4CCOCC4)c3c2C)C1 (stereo not drawn)	27%	-4%	5%	-13	11%	-3%	-5%	/	-3%
COc1ccc(OC)c(C(=O)COC(=O)CNC(=O)C2CCCCC2)c1	6%	2%	6%	-1	-9%	-3%	2%	4%	-19%
CC(C)(C)S(=O)(=O)c1cnc2c(-c3ccc(F)cc3)cnn2c1N	1%	-15%	25%	-9	-10%	-4%	-3%	-1%	-5%
O=C(NCc1c(O)ccc2ccccc12)c1ccccc1	0%	-28%	13%	-4	7%	-8%	38%	2%	-8%
COc1ccc(-n2c3c(cc(C(=O)N4CCN(CCO)CC4)c2=O)C(=O)CC(C)(C)C3)cc1	1%	8%	-9%	-7	-4%	1%	0%	-5%	-9%
COc1ccc(CC(=O)OCC(=O)NC(=O)NC2CCCCC2)cc1	?	-10%	6%	9	-8%	-3%	4%	8%	?
CC(CCC(=O)NN)C1CCC2C3CCC4CC(O)CCC4(C)C3CCC12C (stereo not drawn)	/	?	29%	2	-6%	/	/	-5%	/
COc1ccc(C(c2c(NC(=O)c3ccco3)sc(C)c2C)N2CCOCC2)cc1OC (stereo not drawn)	/	-27%	-11%	0	7%	/	-7%	-4%	/
OC(Cn1cnnc1)c1ccccc1 (stereo not drawn)	2%	9%	31%[activator]	-20	7%	-4%	29%	-5%	4%
O=C(NCCCn1ccnc1)c1ccc(N2CCCCCC2)c([N+](=O)[O-])c1	10%	-15%	71%[activator]	-7	-13%	2%	-7%	-10%	-17%
CCOc1ccccc1CNC(=O)C1CCN(S(=O)(=O)c2ccc3[nH]c(=O)ccc3c2)CC1	9%	-15%	18%	/	-1%[60.1 µM]	0%	/	0%	-7%
COC1CCCCC1Nc1cccc(SC)c1 (stereo not drawn)	-24%	-12%	12%	-1	-1%	-2%	3%	/	?
CC(C)NC(=O)NC(=O)COC(=O)c1cc(S(=O)(=O)N2CCCCC2)ccc1N1CCOCC1	17%	-11%	54%[activator]	-3	14%	-2%	36%	i	?
CC(CCc1ccccc1)NC(=O)C1CCN(S(=O)(=O)N2CCOCC2)CC1 (stereo not drawn)	11%	-6%	20%	/	-15%	2%	0%	-2%	-8%
CN(CCCCCCCCCCN(C)C(=O)Oc1cccc([N+](C)(C)C)c1)C(=O)Oc1cccc([N+](C)(C)C)c1	/	-18%	18%	/	-2%	/	44%	0%	/
Cc1cccc(C(=O)NC(NCc2ccco2)C(Cl)(Cl)Cl)c1 (stereo not drawn)	0%	-16%	23%	-12	-3%	-3%	-4%	-6%	-16%
O=C(C(=O)N1CCCc2ccccc21)c1c[nH]c2ccccc12	2%	-9%	11%	-2	-2%[60.1 µM]	3%	-7%	-13%	?
COc1ccc(Br)c(OC)c1C(=O)NC(=O)Nc1c(F)cccc1F	-2%	-11%	55%[activator]	-2	10%	-4%	21%	-6%	-15%
COc1ccc2cc3cc(C(=O)NCCc4ccc(OC)c(OC)c4)oc3nc2c1	18%	-5%	4%	-8	-14%	1%	-3%	-6%	8%
CC(C)(O)c1cc2ccccc2c(=O)o1	/	-25%	?	/	-6%	/	4%	-6%	/
CC(C)N1CCN(Cc2ccoc2)CC1CCO (stereo not drawn)	5%	1%	28%	7	-15%	-1%	0%	1%	-1%
CCOC(=O)Cc1csc(NC(NC(=O)CC)(C(F)(F)F)C(F)(F)F)n1	10%	-9%	-14%	-5	-1%	-3%	1%	i	-9%
COc1ccc(C2CC(c3ccc(Br)cc3)=NN2C(=O)CCC(=O)O)cc1OC (stereo not drawn)	16%	-4%	-29%	-22	?	0%	7%	-3%	-10%
COc1ccc(-c2noc(CN3CCCCC3)n2)cc1OC	32%	4%	6%	0	-12%	2%	-6%	-8%	-14%

Grouped by structure, those above containing a COOH group
SMILES	Pol beta inh	POLH inh	POLI inh	RXFP1 antagonist	POLK inh	BLM helicase inh	APE1 inh	PGK inhibitor	Apoferritin bind
Cc1c(NC(=O)c2ccccc2NC(=O)COc2ccccc2)cccc1C(=O)O	?	-11%	28%	-2	-2%	-17%	-5%	i	-8%
COc1ccc(C2CC(c3ccc(Br)cc3)=NN2C(=O)CCC(=O)O)cc1OC (stereo not drawn)	16%	-4%	-29%	-22	?	0%	7%	-3%	-10%

The list goes on.
SMILES	Pol beta inh	POLH inh	POLI inh	RXFP1 antagonist	POLK inh	BLM helicase inh	APE1 inh	PGK inhibitor	Apoferritin bind
N#C/C(=C/c1ccc(O)cc1)C(=O)NCc1ccc(Cl)cc1	2%	1%	74%[activator]	3	-5%	-13%	20%	-4%	2%
Cc1ccc(NC(=O)CN(C)C(=O)c2cccc(S(=O)(=O)N3CCc4ccccc43)c2)cc1	/	-25%	2%	-6	-4%	/	13%	-9%	/
O=C(Nc1ccc(-c2nc3ncccc3o2)cc1)c1ccco1	35µM*	?	?	-1	?	-10%	?	-4%	3%
CCOc1ccc(CN(CCO)CCO)cc1[N+](=O)[O-]	17%	-14%	-5%	/	-4%	0%	-3%	i	-8%
Cc1ccc(S(=O)(=O)Nc2nc3n(n2)C(c2ccccc2Cl)C=C(c2ccccc2)N3)cc1 (stereo not drawn)	-1%	?	37%[activator]	-4	6%	-5%	/	-17%	-9%
CCOc1ccc(N2CC(C(=O)Nc3cc(Cl)ccc3-n3cncn3)CC2=O)cc1 (stereo not drawn)	/	-2%	15%	-7	-3%	/	-1%	-3%	/
CCN1CCN(C(=O)C2CC(=O)N(c3ccc(Cl)cc3)C2)CC1 (stereo not drawn)	1%	2%	23%	-16	-1%	0%	31%	-2%	-3%
CCOc1ccccc1NC(=O)C(C)Sc1nc(-c2ccccc2)c(C#N)c(=O)[nH]1 (stereo not drawn)	3%	3%	-25%	9	-10%	-3%	/	-1%	-3%
O=C(CS(=O)(=O)c1cccc(C(F)(F)F)c1)Nc1ccccc1Cl	29%	-13%	38%[activator]	3	-10%	-3%	-1%	-2%	?
CCn1c(SCc2ccccc2)nnc1-c1nonc1NC(C)=O	-2%	-15%	0%	-15	-16%	0%	/	-4%	-13%

These rows are one share of the data (hit frequency here may not be typical).
